# MITF inh: MITF inhibitors, primary screen, biochemical, AlphaScreen, human; Microphthalmia-associated transcription factor (Homo sapiens), O75030; AlphaScreen MITF homodimerization, bead proximity signal; inhibition, % at 2.6 µM; hit rate 0.91% among 650,000; in the data active = inhibition above about 50%;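 also: 0% = vehicle wells with protein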
# GPR151 activ: activators of human GPR151, primary screen, cell-based, PathHunter beta-arrestin, luminescence. G-protein coupled receptor 151 (Homo sapiens), Q8TDV0. PathHunter beta-arrestin GPR151 cells. activation, % at 11.2 µM. hit rate 1% among 650,000. AID 1508602, 2020; in the data active = activation above about 4.9%;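 also: 0% = median of compound wells and 100% = cells with positive control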
# Target sequence (Q8TDV0 whole entry, looked up): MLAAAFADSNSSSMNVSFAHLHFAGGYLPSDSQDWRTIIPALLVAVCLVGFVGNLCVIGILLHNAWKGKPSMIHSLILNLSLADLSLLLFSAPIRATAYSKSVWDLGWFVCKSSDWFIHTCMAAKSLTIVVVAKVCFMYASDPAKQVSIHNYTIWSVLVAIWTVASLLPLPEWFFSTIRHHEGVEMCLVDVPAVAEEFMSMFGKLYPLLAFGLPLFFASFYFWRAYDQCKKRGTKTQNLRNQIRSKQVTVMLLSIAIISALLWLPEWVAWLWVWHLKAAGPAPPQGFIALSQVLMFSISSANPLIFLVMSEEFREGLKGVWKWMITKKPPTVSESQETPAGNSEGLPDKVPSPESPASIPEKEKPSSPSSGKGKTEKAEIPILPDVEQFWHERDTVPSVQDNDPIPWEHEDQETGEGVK
# FBW7 activator: FBW7 E3 ligase activators, primary screen, biochemical, AlphaScreen, human; F-box/WD repeat-containing protein 7 (Homo sapiens), Q969H0; AlphaScreen FBW7–phospho-cyclin E peptide binding, activator screen; normalized activity (activation), % at 26.1 µM; hit rate 0.13% among 650,000; AID 1259310, 2017; in the data active = normalized activity above about 1.9%;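 also: purified mutant Fbw7 with reduced substrate affinity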
# Target sequence (Q969H0 whole entry, looked up): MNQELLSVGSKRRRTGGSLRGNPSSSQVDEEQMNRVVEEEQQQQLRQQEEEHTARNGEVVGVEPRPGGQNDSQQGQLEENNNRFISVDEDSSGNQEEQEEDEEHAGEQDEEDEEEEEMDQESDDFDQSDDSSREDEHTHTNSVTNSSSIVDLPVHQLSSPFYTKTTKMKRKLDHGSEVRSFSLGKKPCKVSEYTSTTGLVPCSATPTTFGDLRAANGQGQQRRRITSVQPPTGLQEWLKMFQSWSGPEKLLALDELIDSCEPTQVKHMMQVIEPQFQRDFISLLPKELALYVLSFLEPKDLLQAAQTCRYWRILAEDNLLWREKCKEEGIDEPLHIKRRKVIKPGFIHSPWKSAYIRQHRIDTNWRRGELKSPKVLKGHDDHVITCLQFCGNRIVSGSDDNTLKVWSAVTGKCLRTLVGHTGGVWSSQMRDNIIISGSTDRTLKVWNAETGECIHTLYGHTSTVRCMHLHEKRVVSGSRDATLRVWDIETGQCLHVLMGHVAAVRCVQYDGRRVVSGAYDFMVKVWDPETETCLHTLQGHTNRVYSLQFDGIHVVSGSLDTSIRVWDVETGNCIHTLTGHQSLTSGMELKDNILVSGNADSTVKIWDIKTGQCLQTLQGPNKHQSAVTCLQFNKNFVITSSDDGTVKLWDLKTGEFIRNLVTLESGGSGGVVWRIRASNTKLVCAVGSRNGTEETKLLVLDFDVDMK
# TEAD-YAP block: TEAD-YAP interaction inhibition, primary screen, TEAD-YAP interaction inhibitor project, luminescence, HEK-TIYL cells; TEAD-Gal4/YAP UAS-luciferase luminescence; inhibition, % at 9.12 µM; hit rate 1.4% among 640,000; in the data active = inhibition above about 32%;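 also: 0% = median of test compound wells and 100% = reference inhibitor wells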
# Active calls of the source: *.
SMILES,MITF inh,GPR151 activ,FBW7 activator,TEAD-YAP block
COc1ccc(Cc2nc(-c3ccc(Cl)cc3)no2)cc1,-9.5,-1.3,0.0,-6.8
CCCCn1c(=O)c2c(nc3n(-c4ccc(OC)cc4OC)c(C)cn23)n(C)c1=O,-14.3,-1.0,0.5,-1.2
OCCC1CN(Cc2cccc(-n3cccn3)c2)CCN1CCc1ccccc1 (configuration not stated),-1.1,0.2,-0.1,6.1
CC(=O)Nc1ccc(OCC(O)CN2CCN(c3ccccc3Cl)CC2)cc1 (configuration not stated),4.5,0.7,-0.3,0.6
CCOc1ccc(CCNC(=O)c2cc3cccc(OC)c3oc2=O)cc1OCC,0.1,0.6,0.1,-10.2
COc1ccc(C2/C(=C(/O)c3ccccc3)C(=O)C(=O)N2c2ccc(C)cc2)cc1OC (configuration not stated),-5.5,0.1,-0.2,3.0
CCN(CC)c1nc(NCCN2CCOCC2)nc(Nc2ccc(-n3ccnc3)cc2)n1,10.4,-1.2,-0.1,2.5
CCN1C(=O)CC(C(=O)NCCc2ccc(S(N)(=O)=O)cc2)SC1=Nc1ccc(OC)cc1 (configuration not stated),-1.9,0.0,-0.1,10.2
COc1ccc(C(=O)N/C(=C/c2ccc(Cl)cc2)C(=O)Nc2ccc(C(C)=O)cc2)cc1,-2.5,-1.2,-0.1,-2.4
Cc1ccc(C(=O)N2CCN3C(=O)[C@H](C(C)C)NC(=O)[C@H]3C2)cc1F,-13.5,-0.4,-0.2,-6.8
C=CCNC(=O)/C(=C/c1ccccc1)NC(=O)c1ccccc1,2.9,-1.9,0.0,0.2
Cc1cc(C)cc(NC(=O)NCCOc2ccc3nnc(-c4ccc(F)cc4)n3n2)c1,-11.8,0.2,0.2,5.3
CCCCNC(=O)C(=O)NCc1ccccc1Cl,7.5,0.9,0.3,-7.9
COc1ccccc1CC(=O)Nc1cnc2cnc(-c3ccc(O)cc3)cn12,2.3,0.5,-1.4,0.9
O=c1cc(CN2CCN(S(=O)(=O)c3ccccc3)CC2)c2cc3c(cc2o1)CCC3,9.5,0.1,0.1,-3.5
Cc1ccc([N+](=O)[O-])cc1-n1c(=O)c(C#N)cc2c(=O)n3cccc(C)c3nc21,0.7,-0.1,-0.1,-0.6
CCCOc1ccc(C2NC(=O)NC(C)=C2C(=O)OCC(F)(F)F)cc1OC (configuration not stated),-3.4,0.2,-0.3,-7.5
O=[N+]([O-])c1ccc2nonc2c1Nc1cccc(C(F)(F)F)c1,1.1,0.9,-0.1,-4.2
Nc1nonc1C(=O)OCc1ccc(Cl)cc1,3.1,-0.7,0.0,6.9
Cc1ccc(S(=O)(=O)N2CCN(Cc3ccccc3)CC2)cc1,0.5,1.0,0.2,0.9
CCn1c2cc(C)oc2c2cnn(CC(N)=O)c(=O)c21,-4.7,0.5,-0.1,-2.4
COc1cccc(/C=C(/C(=O)OCC(=O)NCCCN2CCCC2=O)c2ccccc2)c1,12.2,1.0,0.1,-4.6
COc1cc(/C=C2/NC(=O)NC2=O)cc(Cl)c1OCc1cccc(C)c1,-11.8,0.4,-0.3,-14.9
c1ccc(-c2ccc(NCCc3ccncc3)nc2)cc1,13.8,-0.3,0.1,-1.8
COc1cc(C(=O)Nc2oc(-c3ccccc3)cc2C#N)cc(OC)c1OC,-4.0,-0.3,-0.2,-8.3
COC(=O)CSc1ccsc1C(=O)OC,10.8,0.1,0.1,1.8
Cc1ccc(SCC(=O)Nc2ccc(S(=O)(=O)Nc3nccs3)cc2)cc1,5.4,-1.0,0.0,3.8
COc1cccc(-c2cnn3c(Nc4ccc(OC)nc4)ccnc23)c1,4.3,-3.1,0.1,-53.9
COc1ccc(S(=O)(=O)N(CC#N)CC#N)cc1,1.0,-0.3,0.2,9.0
Cc1cc(=O)oc2c(C)c(O)c([N+](=O)[O-])cc12,-3.1,-0.5,0.1,-4.5
Cc1ccc(-c2nnc(SCC(=O)NCCC3=CCCCC3)nc2-c2ccc(C)cc2)cc1,7.0,-1.2,-0.1,26.7
O=C(NCc1cccnc1)c1cc(-c2ccccc2F)no1,-13.7,-0.8,0.0,-37.9
CCOC(=O)C1(Cc2ccccc2Cl)CCN(C(=O)CCc2scnc2C)CC1,-0.7,0.5,-0.1,-70.6
CCCc1nnc(SCC(=O)N2CCCC(C)C2)n1CCOC (configuration not stated),0.4,-0.1,0.0,13.3
CC(C)c1ccc(CN2CCc3nnc(CCNC(=O)C4CCOCC4)n3CC2)cc1,-3.8,-0.4,0.0,7.6
Cc1ccc2cc3cc(C(=O)NCCO)sc3nc2c1,7.4,-1.6,1.8,-33.8
CCOC(=O)c1c(C)oc2cc(Br)c(OCc3ccc(Cl)cc3)cc12,-1.1,-0.4,-0.1,3.5
CCCCCOC(=O)C1C(c2ccccc2)C(C(=O)O)C1c1ccccc1 (configuration not stated),-5.4,-1.4,0.0,2.1
CCOC(=O)/C(C#N)=C/Nc1ccccc1NS(=O)(=O)c1cccc(C(C)=O)c1,-1.1,1.9,0.1,-5.9
O=C(NCc1ccccc1)c1c(O)c2cccc3c2n(c1=O)CC3,18.8,-1.3,-0.1,-1.2
Cc1ccc(Nc2nc(-c3cccnc3)cs2)c(C)c1,11.6,-3.5,0.1,48.6*
NNC(=O)c1cccc(S(=O)(=O)Nc2ccc(Cl)cc2)c1,-6.2,0.4,0.1,-2.9
CCOC(=O)c1sc(NC(=O)C(C)Sc2nnc(CNC(=O)c3ccc(C)c(C)c3)n2C)c(C(=O)OCC)c1C (configuration not stated),-16.2,-0.9,0.0,7.5
Cc1ccccc1OCC(=O)NNC(=O)COc1ccc(Br)cc1Br,-3.5,2.1,-0.1,9.1
Cc1ccccc1C(=O)Nc1ccc(Br)c(C)n1,-4.3,-1.7,0.7,-34.1
CCOc1ccc(C(=O)Nc2cccc(Cl)c2N2CCOCC2)cc1[N+](=O)[O-],5.0,0.7,-0.2,6.2
O=C(C1=C(O)C(=O)N(CCCN2CCOCC2)C1c1cccs1)c1cccs1 (configuration not stated),-10.4,-1.8,0.0,-4.7
CCN(CC(=O)Nc1ccc(OC)c(OC)c1)CC(=O)Nc1ccccc1C(F)(F)F,7.2,-1.0,0.1,15.9
COc1cccc(NC(=O)N(Cc2nnc3n2CCCCC3)c2cccc(C)c2)c1,-7.7,1.9,0.0,4.2
COc1ccc(Cl)cc1NC(=O)CSc1nnc(-c2c[nH]c3ccccc23)n1C,14.0,-0.4,0.4,8.6
C=CCc1cccc2cc(C(=O)NCCc3ccc(OCC)c(OCC)c3)c(=O)oc12,12.5,0.9,0.1,-4.2
Cc1[nH]c(=O)[nH]c(=O)c1S(=O)(=O)Nc1cccc2c1CCCC2,11.9,-1.2,0.8,-8.2
CC(C)N(CCc1ccncc1)C(=O)Nc1ccc(Cl)c(Cl)c1,2.1,1.7,-0.2,-1.0
Cc1cc(Nc2nc3ccccc3[nH]c2=O)n(-c2ccc([N+](=O)[O-])cc2)n1,1.9,0.0,0.0,59.0*
CCn1c(SCC(=O)Nc2cccc(Cl)c2C)nc2c1c(=O)n(C)c(=O)n2C,-1.8,0.5,0.0,17.1
COCc1ccc(-c2nccnc2NS(=O)(=O)c2ccc(OC)cc2)cc1,3.1,-0.2,0.0,1.3
COC(=O)CNC(=O)c1sc2ncn(Cc3cccc(F)c3)c(=O)c2c1C,8.0,0.2,-0.3,0.0
COc1ccc(Cc2nc3c4cnn(-c5ccc(C)cc5)c4ncn3n2)cc1OC,-8.8,-0.1,0.1,-2.9
O=C(O)c1ccc(NCCSCc2ccccc2)c([N+](=O)[O-])c1,-4.8,0.4,0.0,35.2*
O=C(CCc1c[nH]c2ccccc12)Nn1c(SCC(=O)c2ccc(Br)cc2)nc2ccccc2c1=O,1.6,1.5,-0.1,-10.4

# Given with values under each structure: entries from further up.
# Below each compound – MITF inh | GPR151 activ | FBW7 activator | TEAD-YAP block
> CCn1c2cc(C)oc2c2cnn(CC(N)=O)c(=O)c21
  -4.7 | 0.5 | -0.1 | -2.4
> O=[N+]([O-])c1ccc2nonc2c1Nc1cccc(C(F)(F)F)c1
  1.1 | 0.9 | -0.1 | -4.2
> CCCCCOC(=O)C1C(c2ccccc2)C(C(=O)O)C1c1ccccc1 (configuration not stated)
  -5.4 | -1.4 | 0.0 | 2.1

# Additional results:
SMILES,MITF inh,GPR151 activ,FBW7 activator,TEAD-YAP block
CC(CCC(=O)O)C1CC[C@H]2C3CCC4CC(=O)CCC4(C)[C@H]3CC(=O)C12C (some centres not stated),6.0,-0.4,0.1,3.5
COc1ccc(C2(CNS(=O)(=O)c3cc(C)ccc3OC)CCOCC2)cc1,12.1,-1.3,0.1,-8.9
O=C(O)c1cc(NC(=O)c2ccc3c(c2)C(=O)N(Cc2cccnc2)C3=O)cc(C(=O)O)c1,-3.8,2.7,0.6,-1.6
CCOc1cc(/C=C2/SC(=Nc3ccccc3)NC2=O)ccc1OCc1ccccc1,8.6,-0.2,-0.1,11.1
COC(=O)c1ccccc1NC(=O)C1CC(c2cccc(Br)c2)=NO1 (configuration not stated),-1.7,1.9,0.0,-5.3
COc1ccc(C=Nc2ccc(N(C)C(C)=O)cc2)cc1O,3.3,-1.0,0.0,-3.5
CCc1ccc(N2C(=O)CC(Nc3ccc(N4CCOCC4)cc3)C2=O)cc1 (configuration not stated),10.3,-1.2,0.2,16.9
COc1ccc(C2NC(CC(C)C)(C(=O)O)C3C(=O)N(Cc4ccccc4)C(=O)C23)c(O)c1 (configuration not stated),15.1,-1.1,0.2,3.9
CSc1ccc(/C=C2\N=C(c3ccco3)OC2=O)cc1,16.9,0.3,0.5,-4.0
CCCc1cc(=O)oc2c(C)c(OCC(N)=O)ccc12,17.0,0.6,0.0,-1.2
O=C(COc1ccc2c(c1)C(=O)CC2)NCCC1=CCCCC1,-2.3,-0.9,0.3,-17.2
COc1cccc(C2C(C#N)=C(N)Oc3cc(C)n(CC4CCCO4)c(=O)c32)c1OC (configuration not stated),7.1,-0.3,0.0,5.4
COc1ccccc1C1CC(c2ccc(Br)cc2)=NN1c1cccc(Br)c1 (configuration not stated),-2.3,-0.8,0.1,-0.7
COC(=O)c1cc(OC)c(OC)cc1NC(=O)NS(=O)(=O)c1ccc(C)cc1,10.0,-0.7,0.2,-0.4
O=C(CN1C(=O)c2ccccc2C1=O)NC(c1ccccc1)c1ccccc1Br (configuration not stated),-4.8,-0.2,0.2,6.6
CC1=NOC(c2ccccc2O)N(C)C1(C)C (configuration not stated),19.4,-0.1,0.0,1.5
CC(C)(C)n1ncc2c(=O)n(CCC(=O)Nc3ccncc3)cnc21,13.0,2.8,0.1,-15.0
CCNc1nc(NCCc2ccc(OC)cc2)c2[nH]cnc2n1,15.0,-0.2,0.0,-12.4
Nc1ccc(O)c(-c2nc3cc(N)ccc3o2)c1,5.6,-6.4,0.1,-23.8
COc1ccccc1-n1cc(C(=O)NCC(=O)Nc2ccccn2)c2ccccc2c1=O,-1.4,-0.9,0.0,-2.8
CN1CCN(c2ncnc3c2c(-c2ccccc2)cn3-c2cccc(C(F)(F)F)c2)CC1,7.9,-0.8,-0.1,9.7
O=c1c(OCc2ccc([N+](=O)[O-])cc2)c(-c2ccco2)oc2ccccc12,-10.4,0.6,0.0,-6.8
Cc1ccc(NC(=O)Cn2nnc(C(=O)NCc3cccs3)c2N)cc1,9.6,0.3,0.1,10.0
NC1=NN(c2ncnc3sc4c(c23)CCCC4)CC1,12.9,-0.3,-0.1,1.4
Cc1ccc(C)c(S(=O)(=O)Nc2ccc3oc(C)c(C(=O)OC(C)C)c3c2)c1,-5.7,-1.2,0.0,-1.0
Nc1nnc(SCC(=O)Nc2nnc(SCC(=O)Nc3ccc(Br)cc3)s2)s1,-1.0,0.1,-0.3,-4.4
Cc1cc(N(CCO)CCO)ccc1N=Nc1ccccc1[N+](=O)[O-],5.2,-0.7,-0.7,-55.4
COc1cccc(CN2CCN(Cc3ccccn3)CC2)c1OC,63.9*,-0.1,-0.4,-7.6
COc1cccc(NC(=O)CSc2nccn(-c3ccc(C)cc3)c2=O)c1,5.2,-1.0,-0.3,-10.0
C=CCN(CC=C)C(=O)CN1C(=O)NC(c2ccc(C)cc2)(c2ccc(C)cc2)C1=O,-2.4,0.3,0.1,-2.1
CC(C)CC(=O)Nc1ccc(C#N)cc1,-7.3,2.6,0.0,7.9
CC(C)CCNC(=O)CN(C(=O)CCC(=O)Nc1ccccn1)c1ccc2c(c1)OCO2,1.7,-0.5,0.0,-9.6
CCN(Cc1ccncc1)Cc1ccc(C(=O)NCc2cccc(C(F)(F)F)c2)c(=O)[nH]1,1.0,0.4,-0.1,1.2
COc1cc(OC)c(OC)cc1/C=C1\N=C(c2cccc(Cl)c2Cl)OC1=O,1.8,0.4,-0.1,12.4

# Part of the list above, reformatted.
> NC1=NN(c2ncnc3sc4c(c23)CCCC4)CC1
  MITF inh: 12.9
  GPR151 activ: -0.3
  FBW7 activator: -0.1
  TEAD-YAP block: 1.4

> Cc1ccc(C)c(S(=O)(=O)Nc2ccc3oc(C)c(C(=O)OC(C)C)c3c2)c1
  MITF inh: -5.7
  GPR151 activ: -1.2
  FBW7 activator: 0.0
  TEAD-YAP block: -1.0

> Nc1nnc(SCC(=O)Nc2nnc(SCC(=O)Nc3ccc(Br)cc3)s2)s1
  MITF inh: -1.0
  GPR151 activ: 0.1
  FBW7 activator: -0.3
  TEAD-YAP block: -4.4

> Cc1cc(N(CCO)CCO)ccc1N=Nc1ccccc1[N+](=O)[O-]
  MITF inh: 5.2
  GPR151 activ: -0.7
  FBW7 activator: -0.7
  TEAD-YAP block: -55.4

# Bioassay records: PubChem BioAssay, The Scripps Research Institute Molecular Screening Center
